Screening data (PubChem BioAssay)
CHT allo act: allosterically activates the human high affinity choline transporter | Q9GZV3 | CHT-expressing cells, membrane potential dye, choline EC20; hits give high values; LV-AA mutant CHT in HEK293 cells | B-score at 10 µM | 310,000 compounds, 0.49% hits;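 active = initial fluorescence not abnormally high and integrated response B-score, plate-corrected, over 3 SD above library mean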
Target sequence (Q9GZV3 whole entry, looked up): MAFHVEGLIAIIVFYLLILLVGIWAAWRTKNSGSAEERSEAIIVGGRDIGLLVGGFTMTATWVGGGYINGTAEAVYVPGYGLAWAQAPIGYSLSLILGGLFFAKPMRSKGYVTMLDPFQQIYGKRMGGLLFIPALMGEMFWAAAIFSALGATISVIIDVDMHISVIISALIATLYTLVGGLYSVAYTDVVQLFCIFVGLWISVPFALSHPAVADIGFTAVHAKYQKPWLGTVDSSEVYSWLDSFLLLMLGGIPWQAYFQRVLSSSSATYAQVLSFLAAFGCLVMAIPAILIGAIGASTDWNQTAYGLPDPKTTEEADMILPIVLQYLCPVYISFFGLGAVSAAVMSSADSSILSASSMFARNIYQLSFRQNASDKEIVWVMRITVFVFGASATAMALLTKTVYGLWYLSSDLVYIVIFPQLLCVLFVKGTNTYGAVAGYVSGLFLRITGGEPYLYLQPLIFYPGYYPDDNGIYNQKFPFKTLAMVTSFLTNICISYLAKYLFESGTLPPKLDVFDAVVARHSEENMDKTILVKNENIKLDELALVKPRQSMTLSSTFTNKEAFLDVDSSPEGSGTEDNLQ
OX1R antag: antagonists of human orexin 1 receptor; 330,000 compounds, 0.43% hits; inhibition, % at 5 µM; CHO/OX1R cells, Fluo-8 calcium fluorescence, orexin A; O43613;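 active = inhibition above its plate's threshold, mean inhibition of all tested compounds on the plate plus 3 SD, cut at about 37% in these data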;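 note: 0% = orexin A challenge wells and 100% = SB-334867-A antagonist wells; not every result past the cut was called active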
Target sequence (O43613 whole entry, looked up): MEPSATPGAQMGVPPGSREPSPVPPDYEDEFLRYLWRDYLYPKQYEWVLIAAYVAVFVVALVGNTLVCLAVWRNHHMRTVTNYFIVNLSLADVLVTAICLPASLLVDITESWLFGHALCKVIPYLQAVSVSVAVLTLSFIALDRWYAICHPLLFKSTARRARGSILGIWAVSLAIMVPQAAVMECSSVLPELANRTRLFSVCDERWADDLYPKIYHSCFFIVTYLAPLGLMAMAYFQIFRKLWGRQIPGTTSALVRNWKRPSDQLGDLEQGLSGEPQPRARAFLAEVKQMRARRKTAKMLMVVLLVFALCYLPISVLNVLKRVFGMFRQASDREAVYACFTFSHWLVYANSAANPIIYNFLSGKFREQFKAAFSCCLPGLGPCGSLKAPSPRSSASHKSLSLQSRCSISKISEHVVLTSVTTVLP
The depositor's hits bear a star; i = inactive; x = no result given.

Every second line gives: CHT allo act, OX1R antag
(1) COc1ccccc1N1N=C(c2ccc([N+](=O)[O-])cc2)CC1c1ccccc1 (stereo unspecified)
  i, 58*
(2) Cc1cc(/C=N/Nc2nc(N3CCOCC3)nc(N3CCOCC3)n2)c(C)n1-c1ccccc1
  i, -31
(3) CCOC(=O)c1cccc(NC(=O)CSc2nc3ccccc3c(=O)n2CC)c1
  i, -23
(4) O=C(CC1C(=O)N(Cc2ccccc2)C(=S)N1CCN1CCOCC1)Nc1ccc(F)cc1 (stereo unspecified)
  i, 4
(5) N#Cc1ccc(COC(=O)c2cccnc2Cl)cc1
  i, -13
(6) CCOC(=O)COc1cc([N+](=O)[O-])cc2cccnc12
  i, 2
(7) Cc1cc(=O)[nH]c(Nc2ccc(N(C)C)cc2)n1
  i, -9
(8) COc1ccc(-c2noc(CSc3nc(-c4ccccc4)cc(=O)[nH]3)n2)cc1
  i, -14
(9) COC(C[C@@H]1O[C@@H]1C(=O)[C@@H](C)OCc1ccccc1)OC
  i, -8
(10) COc1cc(S(=O)(=O)Nc2ccccc2)ccc1N=Cc1c(C)[nH]n(-c2ccc(C)cc2)c1=O
  i, -21
(11) CCOP(=O)(OCC)C(Nc1ccccc1)c1cc(OC)ccc1OC (stereo unspecified)
  i, -7
(12) Brc1cccc(CN2CCCCCC2)c1
  i, x
(13) CC(NC(=O)[C@@H](NC(=O)[C@@H]1Cc2ccccc2CN1)C(C)C)c1ccccc1 (stereo partly specified)
  i, -21
(14) Cc1ccc(S(=O)(=O)N2CCC(C(=O)OCCOc3cccc(C)c3)CC2)cc1
  x, -7
(15) CC(Sc1nc2ccccc2c(=O)n1C)C(=O)N(C)C1CCCCC1 (stereo unspecified)
  i, -9
(16) Cc1ccc(Cl)cc1NC(=O)CN1C(=O)NC2(CCCCCC2)C1=O
  x, -6
(17) CCN(CC)C(=O)CSc1nc2ccccc2c(=O)n1-c1cccc(OC)c1
  i, -33
(18) COc1cc2c(cc1OC)C(C)N(CC(=O)Nc1ccc(C)c(S(=O)(=O)N3CCOCC3)c1)CC2 (stereo unspecified)
  i, -16
(19) O=S(=O)(c1cccc(-c2nnc3n2CCCCC3)c1)N1CCCC1
  i, -14
(20) COc1ccc(O)c(C2NC(CC(C)C)(C(=O)O)C3C(=O)N(Cc4ccccc4)C(=O)C23)c1 (stereo unspecified)
  i, -2
(21) CC(C)(C)c1ccc(-c2nnc(N)s2)cc1
  i, 2
(22) COC(=O)CSC1=C(C#N)C(c2ccccc2F)CC(=O)N1 (stereo unspecified)
  i, 1
(23) Cc1cc(C(=O)COC(=O)CCc2nc3ccccc3c(=O)[nH]2)c(C)n1CC1CCCO1 (stereo unspecified)
  i, -25
(24) COC(=O)N/N=C/c1cn(CC(C)COc2ccccc2)c2ccccc12 (stereo unspecified)
  i, 1
(25) Cc1cnc(NC(=O)CSc2nnc(Cc3ccccc3)o2)s1
  i, -14
(26) N#C/C(=C\c1ccccc1Cl)C(=O)NC(=O)Oc1ccccc1
  i, -24
(27) COc1ccc(S(=O)(=O)N2CCCC2C(=O)n2nc(C)cc2C)cc1 (stereo unspecified)
  i, 0
(28) O=C(Cn1cnc2c(cnn2-c2ccc(Cl)cc2)c1=O)N1CCN(c2ccccc2)CC1
  i, -24
(29) Cc1cc(O)c(C2(O)C(=O)Nc3ccccc32)cc1C (stereo unspecified)
  i, 11
(30) COc1ccc(N2CCN(C(CNC(=O)C(=O)NCCCn3ccnc3)c3cccnc3)CC2)cc1 (stereo unspecified)
  i, -4
(31) COc1ccccc1NS(=O)(=O)c1cc(NC(=O)c2cccs2)ccc1N1CCCCC1
  i, 4
(32) CC(C)C(=O)c1c(C(C)C)nn2ccccc12
  i, -7
(33) COc1ccc(C2C=C(c3ccccc3)Nc3nc(CCCO)nn32)cc1 (stereo unspecified)
  i, -33
(34) Cn1cc(SCC(=O)N2CCCc3ccccc32)c2ccccc21
  i, -11
(35) Cc1ccc(SCCC(=O)NCCSCc2ccco2)cc1
  i, -30
(36) COC(=O)c1ccccc1NC(=O)CC#N
  i, -3
(37) COc1cccc(C(=O)/C=C/Nc2cccc(O)c2)c1
  i, -18
(38) CC(=O)Nc1ccc(CN2CCN(Cc3ccc(F)c(F)c3)C(CCO)C2)cc1 (stereo unspecified)
  i, -7
(39) COC(=O)c1ccc(CSc2nnc(N)s2)cc1
  i, 1
(40) CCOC(=O)c1cccc(NC(=O)CSc2nnc(C)n2Cc2ccccc2)c1
  i, -31
(41) CC(C(=O)Nc1ccc(Cl)cc1Cl)N1C(=O)NC2(CCCCCCC2)C1=O (stereo unspecified)
  x, -10
(42) Cc1ccc(NC(=O)COC(=O)Cn2cnc3ccccc32)c(C)c1
  x, -7
(43) CCN(CC)C(=O)c1n[nH]c(=O)c2ccccc12
  i, -9
(44) COc1ccccc1CNC(=O)COc1cc2c(c3oc(=O)cc(C)c13)CCC(C)(C)O2
  i, -22
(45) O=C(CC(C(=O)O)c1cccc(Br)c1)c1ccc(Cl)cc1 (stereo unspecified)
  i, -8
(46) O=C(Nc1ccc(F)cc1)c1ccccc1NS(=O)(=O)N1CCCC1
  i, -16
(47) CCc1nc(CNC(=O)C2CCC(=O)N(Cc3cccc(OC)c3)C2)no1 (stereo unspecified)
  i, -4
(48) O=C(Nc1ccc(C(=O)O)cc1)Nc1ccc([N+](=O)[O-])cc1
  i, -10
(49) O=C(NCC1CCCO1)C(=O)c1c[nH]c2ccccc12 (stereo unspecified)
  i, -1
(50) Cc1ccc(-c2cc(-c3ccccc3)nc(N/N=C/c3cccnc3)n2)cc1
  i, -10
(51) COc1ccc(NC(=O)C(=O)NNC(=O)c2cccs2)c(OC)c1
  7.2*, -6
(52) Fc1cccc(NC(=S)N2CCCCC2)c1
  i, -9
(53) O=C(O)c1cccc(S(=O)(=O)N2CCC(n3nnc4cc(C(F)(F)F)ccc43)CC2)c1
  i, -10
(54) Cc1nn(Cc2ccc(C(=O)N3N=C(C(F)F)CC3(O)C(F)F)cc2)c(C)c1[N+](=O)[O-] (stereo unspecified)
  i, -7
(55) CCN(CC)S(=O)(=O)c1cc(NC(=O)c2cccc(N3C(=O)CCC3=O)c2)ccc1Cl
  i, -21
(56) Cc1cc(Sc2nc(N)ncc2[N+](=O)[O-])ncn1
  i, 10
(57) COC(=O)c1ccc(NC(=O)C2CC3CCC2C3)cc1 (stereo unspecified)
  i, -18
(58) COc1cc(S(=O)(=O)N2CCCC3(CCCCC3)C2)ccc1-n1cnnn1
  i, -29
(59) Cc1ccc(C(=O)NNc2cc(=O)n(C)c(=O)n2C)cc1C
  i, -22
(60) COCc1ccc(-c2c(-c3ccccc3OC)sc3cc4c(cc23)OCO4)cc1
  x, -88

(list continues)
Every second line gives: CHT allo act, OX1R antag
(61) CSC(=NC(C)c1ccccc1)NS(=O)(=O)c1cccs1 (stereo unspecified)
  i, -14
(62) O=C(/C=C/Nc1ccc(F)cc1)c1ccc(Oc2ncccn2)cc1
  i, -22
(63) CC(OC(=O)CN1C(=O)NC2(CCCC2)C1=O)C(=O)Nc1cccc(Cl)c1 (stereo unspecified)
  i, -12
(64) COc1cc(O)c(C(CCN2CCOCC2)c2ccc3c(c2)OCO3)c(OC)c1 (stereo unspecified)
  i, -21
(65) Cc1c(C(=O)Nc2ccccc2Cl)oc2ccc(S(=O)(=O)N3CCC4(CC3)OCCO4)cc12
  i, -17
(66) Cc1nc(-c2cccc(S(=O)(=O)N3CCC(C)CC3)c2)cs1
  i, -31
(67) Cc1cc(=O)oc2cc(OCC(=O)Nc3nccs3)ccc12
  i, -19
(68) Cc1nn(Cc2ccc(C(=O)N3N=C(C(F)F)CC3(O)C(F)F)o2)c(C)c1[N+](=O)[O-] (stereo unspecified)
  i, -26
(69) O=C(COc1ccc(S(=O)(=O)N2CCOCC2)cc1)NCC1CCCO1 (stereo unspecified)
  i, -8
(70) O=C1Nc2c(Br)cccc2C1=O
  x, -1
(71) CCCn1nnc(NC(=O)C(C)C)n1
  i, 4
(72) O=C(CSc1nc2c(c(=O)n1-c1ccc(Cl)cc1)SCC2)N1CCCC1
  i, -16
(73) Cc1[nH]c2ccccc2c1-c1nc2ccccc2[nH]1
  i, -3
(74) Nc1nnc(Cc2cccc(Br)c2)s1
  i, -10
(75) COc1ccc(C)cc1Nc1nc(C)nc2sc(C)cc12
  i, -32
(76) CC(C)CCN1C(=O)c2ccc(C(=O)NCc3ccco3)cc2C1=O
  i, -24
(77) O=C(NC(=S)NCC1CCCO1)c1ccc(Cl)cc1 (stereo unspecified)
  i, 1
(78) CCn1cc(S(=O)(=O)c2ccc(C)cc2)[nH]c1=O
  i, -24
(79) O=C(NCCn1cccc1)c1cccc2ccccc12
  i, -22
(80) CC(=O)Nc1ccc(S(=O)(=O)Oc2ccc3c(c2)C(C)=CC(C)(C)N3)cc1
  i, 34
(81) COc1ccccc1N1CCN(S(=O)(=O)c2c(C)[nH]c(C)c2C(=O)N2CCCCC2)CC1
  i, -5
(82) O=C(NCC(=O)N(Cc1ccco1)C(C(=O)NC1CCCC1)c1ccncc1)c1cccs1 (stereo unspecified)
  i, -19
(83) O=C(NCCCN1CCOCC1)c1ccccc1
  i, -4
(84) CCN1C(=O)[C@H]2[C@H]3CN=C(SCC(=O)c4ccccc4)N3[C@@](CC)(C(=O)OC)[C@H]2C1=O
  x, -33
(85) CS(=O)(=O)N(CC(=O)NC1CCCC1)c1ccc2c(c1)OCCO2
  i, 1
(86) Clc1cccc(Oc2ncccn2)c1
  i, -15
(87) COc1ccc(S(=O)(=O)N2CCCCCC2)cc1NC(=O)c1ccccc1
  i, -18
(88) NNC(=O)C(Cc1ccc(O)cc1)N1Cc2ccccc2C1=O (stereo unspecified)
  i, -21
(89) C=CCn1c(CCc2cc(C(C)(C)C)c(O)c(C(C)(C)C)c2)n[nH]c1=S
  i, -40
(90) COc1ccc(/C=C(\NC(=O)c2ccc(OC)c(OC)c2)C(=O)NCCc2c[nH]c3ccccc23)cc1
  i, -41
(91) Oc1c(C(c2ccco2)N2CCN(C(c3ccccc3)c3ccccc3)CC2)sc2ncnn12 (stereo unspecified)
  i, -40
(92) Cc1ccc(C(=O)NCCc2nnc3ccc(SCC(=O)Nc4cc(C)on4)nn23)cc1
  i, -21
(93) CCN1CCN(C(=S)Nc2sc(C)c(-c3ccccc3)c2C(=O)OC)CC1
  i, -24
(94) COc1ccc(C(C(=O)NC(C)(C)C)N(C(=O)CNC(=O)c2cccs2)c2ccc(C)cc2)cc1OC (stereo unspecified)
  i, -29
(95) Cc1cc(Cl)ccc1OCC(=O)Nc1cccnc1
  i, -10
(96) CCC(C)c1ccccc1NC(=O)COC(=O)C1=COCCO1 (stereo unspecified)
  i, -8
(97) COc1ccc(CCNc2oc(-c3ccco3)nc2C#N)cc1
  i, -26
(98) CC(C)CN(C(=O)COC(=O)c1ccccc1Sc1ccccc1C#N)C1CCS(=O)(=O)C1 (stereo unspecified)
  i, -30
(99) CN(c1ccc(C(=O)Nc2cccc([N+](=O)[O-])c2)cc1)S(C)(=O)=O
  i, -2
(100) CCOC(=O)/C=C/c1cnn(-c2ccccc2)c1
  i, -7
(101) COc1ccccc1CNS(=O)(=O)c1cccs1
  i, 1
(102) COc1ccccc1CNC(=O)c1ccc2nc3[nH]c4ccccc4c3nc2c1
  i, 2
(103) CCN(CC)S(=O)(=O)c1ccc(NC(=O)[C@@H](NC(=O)c2cc(OC)cc(OC)c2)C(C)C)cc1
  i, -46
(104) Cc1cc(F)ccc1S(=O)(=O)N1CCCOC1CNC(=O)C(=O)NCc1ccco1 (stereo unspecified)
  i, -18
(105) Nc1nc(SCC(=O)Nc2ccc([N+](=O)[O-])cc2)[nH]c(=O)c1NC(=O)c1ccc(Br)o1
  i, -11
(106) COCC(=O)O[C@]1(CCN(C)CCCc2nc3ccccc3[nH]2)CCc2cc(F)ccc2[C@@H]1C(C)C
  i, -22
(107) Cc1ccc(NC(=O)CN(C)C(=O)c2cc(-c3cccs3)nn2-c2ccccc2)cc1
  x, -14
(108) CCCCSc1nc2sc3c(c2c(=O)[nH]1)CC(C)(CC)OC3 (stereo unspecified)
  i, -32
(109) CCC(Oc1ccc(C)cc1)C(=O)Nc1ccccc1C(=O)N1CCOCC1 (stereo unspecified)
  i, -29
(110) O=C(CSc1ncnc2c1oc1ccccc12)Nc1ccccc1C(F)(F)F
  i, -23
(111) Cc1nc(NC(=O)COC(=O)C2=NNC(=O)CC2)c(Cl)cc1Cl
  i, -8
(112) Cc1ccc(N=c2c([N+](=O)[O-])nn(-c3ccccc3)n2O)c(C)c1
  i, -25
(113) Cc1ccc(NC(=O)CN(C)C(=O)COC(=O)[C@@H](NC(=O)c2ccccc2F)C(C)C)cc1
  x, -21
(114) CC1CN(C(=O)CS(=O)(=O)Cc2ccc(Cl)cc2)CC(C)O1 (stereo unspecified)
  i, -15
(115) COC(=O)C(Cc1c[nH]c2ccccc12)NC(=O)c1cncc(Br)c1 (stereo unspecified)
  i, -2
(116) CC(C)(C)c1ccc(C(=O)CS(=O)(=O)c2ccccc2)cc1
  i, -18
(117) S=c1[nH]nc2nnc3ccccc3n12
  i, -11
